AHR act: human AHR activation | P35869 | AHR-responsive luciferase reporter cells, luminescence | activation, % at 5 µM | actives 2.5% (n = 320,000) | AID 2796; in the data active = activation above about 47%;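 note: 0% = vehicle wells and 100% = reference agonist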
Target sequence (P35869 whole entry, looked up): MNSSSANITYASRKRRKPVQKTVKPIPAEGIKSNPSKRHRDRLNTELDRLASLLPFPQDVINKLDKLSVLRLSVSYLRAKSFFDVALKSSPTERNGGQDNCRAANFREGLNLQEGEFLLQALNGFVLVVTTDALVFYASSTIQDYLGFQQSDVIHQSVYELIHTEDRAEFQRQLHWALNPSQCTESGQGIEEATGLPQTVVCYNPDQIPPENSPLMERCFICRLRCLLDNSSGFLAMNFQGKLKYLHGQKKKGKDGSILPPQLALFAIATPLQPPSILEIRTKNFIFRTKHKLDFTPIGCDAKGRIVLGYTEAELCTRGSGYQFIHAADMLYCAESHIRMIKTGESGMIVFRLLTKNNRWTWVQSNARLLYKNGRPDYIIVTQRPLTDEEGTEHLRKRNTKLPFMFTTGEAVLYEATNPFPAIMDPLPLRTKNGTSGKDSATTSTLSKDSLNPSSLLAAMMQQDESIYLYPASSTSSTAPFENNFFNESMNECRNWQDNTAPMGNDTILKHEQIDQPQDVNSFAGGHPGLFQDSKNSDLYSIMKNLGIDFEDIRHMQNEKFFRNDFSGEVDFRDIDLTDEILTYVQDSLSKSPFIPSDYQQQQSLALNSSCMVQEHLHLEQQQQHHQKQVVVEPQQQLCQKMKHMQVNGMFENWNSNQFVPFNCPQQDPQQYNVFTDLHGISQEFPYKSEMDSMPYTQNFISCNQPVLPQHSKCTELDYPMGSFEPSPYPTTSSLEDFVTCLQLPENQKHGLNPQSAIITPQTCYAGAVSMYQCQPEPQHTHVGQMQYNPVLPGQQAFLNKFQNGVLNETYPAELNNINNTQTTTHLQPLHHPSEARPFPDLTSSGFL
Efflux pump inh: blocks antifungal efflux pumps in multiplex yeast assay. actives 0.44% (n = 330,000). S. cerevisiae Candida pump triplex, Nile Red efflux. inhibition, % at 10 µM;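 active = plate passing quality check with inhibition over a set limit, or well fluorescence over plate mean plus 4 SD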;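 note: Nile Red retained in pooled yeast measured as flow cytometry median fluorescence; 0% = buffer negative control and 100% = Enniatin B positive control; higher means more Nile Red kept so more efflux inhibition; some compounds called inactive have numbers as strong as hits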
MEP2 TOR yeast: modulators of TOR pathway MEP2-GFP in S. cerevisiae. S. cerevisiae MEP2-GFP strain, flow cytometry GFP, 3 h; 100% = DMSO control level. GFP response vs DMSO, % at 10 µM. actives 0.51% (n = 330,000). AID 2016;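 active = GFP response versus DMSO above a set limit, roughly screen mean plus 3 SD, cut at about 180% in these data; inconclusive = fewer than 70 cells counted for a yeast strain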;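 note: median GFP fluorescence of the barcode-gated MEP2-GFP cells per well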
AGP1 TOR yeast: modulators of TOR pathway AGP1-GFP in S. cerevisiae; S. cerevisiae AGP1-GFP multiplex flow cytometry, 3 h; GFP as percent of DMSO wells; GFP response vs DMSO, % at 10 µM; actives 0.02% (n = 320,000); AID 2066;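 active = GFP response relative to DMSO above a set limit, near screen average plus 3 SD, cut at about 150% in these data; inconclusive = fewer than 70 cells counted for the yeast strain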;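 note: median GFP channel fluorescence of the gated AGP1 strain per well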
Yeast superoxide: caloric restriction mimetics inhibiting age-related superoxide in yeast | actives 0.18% (n = 330,000) | superoxide response (% of plate mean), % at 10 µM | S. cerevisiae aged cells, superoxide DHE fluorescence; active compounds read low;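 active = superoxide response under a set limit, about three screen SD below normal, cut at about 65% in these data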;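 note: yeast aged for seven days with compound at 30 °C before DHE staining; 100% = average MFI of all compound-treated wells on the plate with controls excluded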
RPL19A-GFP yeast: yeast TOR pathway RPL19A-GFP modulation; actives 0.3% (n = 330,000); percent response vs DMSO, % at 10 µM; AID 2025; S. cerevisiae RPL19A-GFP strain, flow cytometry, 3 h; active compounds read low;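 active = percent response vs DMSO below 50%; inconclusive = fewer than 70 events counted for the yeast strain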;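 note: median channel GFP fluorescence of the barcoded RPL19A-GFP strain; ratio of sample median GFP to plate DMSO average so 100% = DMSO; lower means less RPL19A-GFP as with rapamycin TOR inhibition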
LAP4 TOR yeast: modulators of TOR pathway LAP4-GFP in S. cerevisiae; GFP response vs DMSO, % at 10 µM; S. cerevisiae LAP4-GFP multiplex, flow cytometry GFP, 3 h; median GFP as percent of DMSO wells; actives 0.34% (n = 320,000);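 active = GFP response vs DMSO above a set limit, about the screen mean plus 3 SD, cut at about 150% in these data; inconclusive = under 70 cell events counted for the yeast strain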
CIT2 TOR yeast: alters CIT2-GFP fluorescence in TOR pathway yeast screen; GFP response vs DMSO, % at 10 µM; actives 0.065% (n = 320,000); S. cerevisiae CIT2-GFP strain, flow cytometry, 3 h; 100 means same as DMSO wells;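 active = GFP response relative to DMSO above a set limit, near the screen mean plus 3 SD, cut at about 150% in these data; inconclusive = Fewer than 70 cells measured for a yeast strain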;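 note: ratio of well median GFP fluorescence to mean of DMSO wells on the plate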
Active calls of the source: *; u = inconclusive; x = no result given; [ ] = another dose, or the depositor's remark.

SMILES	AHR act	Efflux pump inh	MEP2 TOR yeast	AGP1 TOR yeast	Yeast superoxide	RPL19A-GFP yeast	LAP4 TOR yeast	CIT2 TOR yeast
COC(=O)c1cnc(N2CCCN(S(=O)(=O)c3ccc(C(F)(F)F)cc3)CC2)nc1C(F)(F)F	-2	0.1	96	102	97	99	110	100
CCc1cc(=O)oc2cc(C)cc(OC(=O)c3ccco3)c12	7	0.0	100	91	102	95	105	93
Cc1ccc(CN(Cc2cc3cccc(C)c3[nH]c2=O)C(=O)N(C)C)cc1	3	0.0	106	100	106	101	101	97
O=CNC(n1cnc2c(N3CCOCC3)ncnc21)C(Cl)(Cl)Cl (stereo not drawn)	3	-0.1	104	98	115	100	96	113
CCOP(=O)(OCC)/C(C#N)=C(\O)c1ccc(OC)cc1	-1	0.1	107	106	101	104	95	97
COc1ccccc1NC(=O)c1sc2nc(C)cc(C)c2c1N	50*	0.0	92	86	78	93	96	86
CN(C)c1ccc(/C=N/N2C(=O)c3ccccc3C2=O)cc1	-1	-0.1	104	104	103	100	97	99
CC(=O)C[C@@H](O)CC(=O)[C@H]1OC(=O)CC/C=C\Cc2ccccc21	0	0.0	96	102	96	102	104	108
N=c1c2c3c(sc2ncn1CCCO)CCCC3	9	0.1	102	107	104	100	104	106
Cc1nn(C(C)C(=O)NCc2ccco2)c(C)c1[N+](=O)[O-] (stereo not drawn)	-2	-0.1	102	106	98	101	104	100
CC(=O)N1CCN(C(=S)Nc2ccc(Oc3ccccc3)cc2)CC1	-1	-0.1	99	94	102	94	109	96
Nn1c(SCc2cccc(F)c2)nnc1-c1ccncc1	-1	-0.1	88	101	87	93	94	101
CCN(CC(=O)Nc1c(F)cccc1F)C(=O)Cc1ccsc1	5	0.2	96	101	136	98	104	98
CCO/C(C)=C1\N=C(c2ccc(Cl)cc2)OC1=O	5	0.3	90	80	90	90	89	77
CCc1nc(N2CCOCC2)c(C#N)c2c1COC(C)(C)C2	0	0.0	101	102	94	95	97	96
CCOC(=O)C(/C=C(\C#N)C(=O)OCC)=C(/N)N1CCN(c2ccccc2)CC1	1	0.1	104	97	102	100	98	95
CCC(=O)c1ccc(OCC(O)CN2CCCCC2)cc1 (stereo not drawn)	-2	0.0	103	101	98	96	96	98
CCOc1ccc(/C=N/NC(=O)c2[nH]c3ccc(C)cc3c2C)cc1	x	0.3	107	99	97	103	106	94
CC(C)(C)CC(=O)Nc1ccc(-c2cn3cccnc3n2)cc1	1	0.0	110	114	108	110	116	107
CCOC(=O)c1ccc(Nc2cc(C)nc(-c3ccccc3)n2)cc1	4	31*	145	94	108	101	121	115
Cc1cccn2cc(CCNC(=O)c3ccc(Br)o3)nc12	32	0.2	89	90	130	92	92	86
CC(=O)Nc1ccc(S(=O)(=O)N(C)CC(=O)Nc2ccc(F)c(F)c2F)cc1	5	-0.1	97	99	102	97	93	96
O=C(c1ccco1)N1CCN(C(=S)Nc2ccc(F)c(Cl)c2)CC1	-4	-0.1	107	103	100	114	87	x
COc1ccc(-c2nn(-c3ccccc3)cc2CN(C)CCn2ccnc2C)c(F)c1	15	0.0	100	104	112	103	96	85
OCC1(CCc2ccccc2)CCCN(CCCC(F)(F)F)C1 (stereo not drawn)	x	-0.1	106	106	97	106	101	107
O=C(CSC(=O)c1ccccc1)Nc1ccccc1F	-1	0.3	108	97	96	105	115	102
CCCCNc1cc(F)nc(N)n1	0	-0.1	105	96	103	101	91	104
COc1ccc(-c2[nH]ncc2CN2CCC(N3CCSCC3)CC2)c(F)c1	0	0.1	102	99	106	102	106	107
CC1(C)C([N+](=O)[O-])C(c2ccc(O)cc2)NC(c2ccc(O)cc2)C1[N+](=O)[O-] (stereo not drawn)	1	0.1	102	104	105	106	108	105
CCN(CC)S(=O)(=O)c1cccc(C(=O)OCC(=O)c2ccc3c(c2)NC(=O)CO3)c1	0	-0.1	96	92	109	96	92	100
CCC(C)NC(=O)c1cnn2c(C)c3c(nc12)CCCC3 (stereo not drawn)	1	-0.1	102	98	93	100	110	94
CCn1c(SCC(=O)c2[nH]c(C)c(C(C)=O)c2C)nnc1-c1ccncc1	4	-0.1	91	93	88	95	94	90
CCOc1cc(/C=N/NC(=O)CN2CCOCC2)ccc1OCc1ccc(Cl)cc1	15	-0.1	102	96	123	99	106	91
COc1ccc(N=C2SCC(=O)N2CCc2ccc(OC)c(OC)c2)cc1	5	-0.1	100	108	98	101	116	97
COc1ccc(-c2c(N)nnc3c2[nH]c2ccccc23)cc1OC	13	0.4	100	98	111	98	96	101
COc1ccc(/C=N/NC(=O)c2ccc(NC(=O)c3ccccc3Br)cc2)cc1	-1	0.5	102	100	101	105	100	95
CC(C)Cn1c(CCNC(=O)c2ccco2)nc2ccccc21	1	0.1	102	93	116	96	97	94
Cc1ccc(C(=O)O)cc1Nc1ncnc2sc3c(c12)CCC3	0	0.0	100	105	108	96	120	90
CC[N+](C)(CC)CCC(c1ccccc1)C1CCCCC1 (stereo not drawn)	-2	0.0	104	104	108	103	93	109
COc1ccc(CNC(=O)CN(c2ccccc2OC)S(=O)(=O)c2cccs2)cc1	1	-0.2	101	102	105	102	106	106
S=C(NCc1ccccc1)N1CCN(C(=S)NCc2ccccc2)CC1	-1	0.0	102	107	92	102	104	105
O=C(Cc1ccc([N+](=O)[O-])cc1)NCC1CCCO1 (stereo not drawn)	2	0.0	95	99	106	97	99	97
CCn1cc(C(=O)O)c(=O)c2cnc(N3CCN(C(=S)Nc4ccc(F)cc4)CC3)nc21	1	0.0	102	97	104	99	96	99
CC(C)Sc1nc(N2CCOCC2)c2c(c1C#N)CC(C)(C)SC2	-2	0.0	98	109	90	103	108	99
Cc1ccc(-c2nc3ccccc3nc2-c2ccccc2)cc1	1	0.0	104	95	104	103	96	100
COc1ccc(OCC(=O)N2c3ccccc3CCc3ccccc32)cc1	2	0.2	96	97	93	100	86	94
CCc1ccc(/C=C/C(=O)c2cc(Br)ccc(=O)c2O)cc1	23	0.3	109	68	110	93	146	78
Fc1ccc(-n2nnc(-c3cnc4ccccc4c3)n2)cc1	34	-0.2	92	82	92	96	128	86
O=C(CSC1=NCCS1)NC1CCCCC1	3	0.1	106	105	105	105	105	104
CCN(CC(=O)N1CCCC1)S(=O)(=O)c1ccc2ccccc2c1	0	0.0	107	107	78	101	101	103
Continued.
SMILES	AHR act	Efflux pump inh	MEP2 TOR yeast	AGP1 TOR yeast	Yeast superoxide	RPL19A-GFP yeast	LAP4 TOR yeast	CIT2 TOR yeast
Cc1nnc(SCc2ccc(C(=O)O)cc2)s1	4	-0.1	107	97	100	95	x	89
COc1ccccc1C(=O)N1CCN(c2cccc(C(F)(F)F)c2)CC1	3	-0.1	97	96	93	97	96	93
c1ccc(CSCCc2ccncc2)cc1	-5	0.0	98	96	101	98	96	97
CCN1CCCC1CNS(=O)(=O)c1ccc(C(=O)Nc2ccccc2)cc1 (stereo not drawn)	-3	-0.1	103	107	76	100	99	101
COc1cccc(CC(=O)Nc2ncc(C)s2)c1	8	0.2	190*[may fluoresce violet]	u	97	45*[may fluoresce violet]	66[may fluoresce violet]	u
O=C(NCCC1=CCCCC1)C1CCN(c2nnc(-n3cccc3)s2)CC1	-1	0.4	105	104	111	98	117	92
CS(=O)(=O)N(CC(=O)N1CCOCC1)c1cc(C(F)(F)F)ccc1Cl	-3	0.0	92	100	99	103	84	103
COC(=O)c1ccc(NC(=O)CSC2=Nc3ccccc3C3CC=NN23)cc1 (stereo not drawn)	27	-0.1	97	99	92	100	110	98
O=[N+]([O-])c1cnccc1Nc1ccc(Cl)cc1	1	-0.1	97	96	136	91	101	93
Cc1ccc(CN2CCN(CCCc3ccccc3)CC2CCO)cc1 (stereo not drawn)	-2	0.1	100	109	90	108	101	108
COc1ccccc1-c1nnc(NC(=O)c2ccc(S(=O)(=O)N(C)C)cc2)o1	21	0.1	109	102	90	92	100	98
CCc1ccccc1NC(=S)N(CCCN1CCN(C)CC1)Cc1cccs1	-1	-0.1	103	101	105	97	99	101
O=C(O)CCCN1C(=O)/C(=C\c2ccc(-c3nc4ccccc4s3)o2)SC1=S	14	1.1*	128	95	97	111	109	87
CCOCCCNC(=O)CN1CCN(c2ccc(F)cc2)CC1	-1	0.0	96	91	123	90	89	90
Cc1ccc(C(=O)NCC(=O)NCC(=O)OCc2ccc(Cl)cc2)cc1	-4	0.7	98	104	119	106	100	99
Cn1ncc(Cl)c1C(=O)NCc1cc(C(C)(C)C)n[nH]1	9	1.5	97	102	110	105	91	101
C=C(C)C1Cc2cc3ccc(=O)oc3cc2O1 (stereo not drawn)	-3	0.1	102	92	93	98	96	97
COCCCn1c(Cc2csc(Nc3ccccc3)n2)nnc1SCC(N)=O	1	-0.1	101	98	99	97	87	x

Screening results deposited in PubChem by several laboratories.
